# PP1 inh: PP1-alpha phosphatase inhibitors, primary screen, counter-screen for PP5 inhibitor project, biochemical, fluorescence, OMFP substrate, single point. purified PP1alpha. inhibition, % at 6.7 µM. 0.9% of 320,000 active;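 active = inhibition above the mean inhibition of all tested compounds plus 3 SD, computed separately for each screening campaign, cut at about 15% in these data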
# Target sequence (P62136 whole entry, looked up): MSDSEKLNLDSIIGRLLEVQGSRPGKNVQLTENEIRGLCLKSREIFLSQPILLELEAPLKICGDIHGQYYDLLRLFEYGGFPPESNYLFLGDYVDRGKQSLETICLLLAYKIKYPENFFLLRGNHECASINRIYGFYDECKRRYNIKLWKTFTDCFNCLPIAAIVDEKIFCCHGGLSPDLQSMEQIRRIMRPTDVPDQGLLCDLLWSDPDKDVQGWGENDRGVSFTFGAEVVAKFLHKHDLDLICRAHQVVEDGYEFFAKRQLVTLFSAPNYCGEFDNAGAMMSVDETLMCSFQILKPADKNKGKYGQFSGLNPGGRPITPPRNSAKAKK
# Fh CTSL1 inh: Fasciola hepatica cathepsin L1 inhibitors, primary screen, counter-screen for PFM18AAP inhibitor project, biochemical, QFRET, fluorogenic peptide substrate; recombinant F. hepatica cathepsin L1, Z-Leu-Arg-MCA fluorescence; 0.49% of 300,000 active; AID 1906, 2009; inhibition, % at 5.96 µM;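 active = inhibition above the mean of all tested compounds plus 3 SD, set per screening campaign, cut at about 17% in these data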;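 note: 0% = plate median of test compound wells and 100% = 1 µM Z-Phe-Ala-diazomethylketone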
# PP5 inh: PP5 phosphatase inhibitors, primary screen, biochemical, fluorescence; purified PP5c, OMFP substrate fluorescence; 0.18% of 320,000 active; inhibition, % at 6.7 µM; Serine/threonine-protein phosphatase 5 (Homo sapiens), P53041;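 active = inhibition above the campaign's mean inhibition across all tested compounds plus 3 SD, cut at about 9.5% in these data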;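 note: 0% = DMSO only and 100% = 100 µM cantharidin control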
# HCV core dimer: inhibitors of HCV core protein dimerization, primary screen, biochemical, TR-FRET, high-throughput | TR-FRET GST/Flag-core106 dimerization, 1536-well | inhibition, % at 5 µM | 0.33% of 300,000 active;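 active = inhibition above the mean of all tested compounds plus 3 SD, set per screening campaign, cut at about 45% in these data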
#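 System – GST-tagged and Flag-tagged HCV core protein residues 1-106 · Repeats – one well for each compound · Technique – TR-FRET 671 and 617 nm emission · Doses – one concentration, 5 µM, in 0.5% DMSO · Times – 4 h, 22.5 °C incubation · Also added – Eu donor and XL665 acceptor anti-tag antibodies · Measure – percent inhibition of core106 dimerization signal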
# ZTA DNA inh: counter-screen for EBNA-1 inhibitors: inhibitors of Epstein-Barr virus ZTA. P03206. ZTA-DNA binding, fluorescence polarization. inhibition, % at 11 µM. 0.15% of 320,000 active; in the data active = inhibition above about 33%
# Target sequence (P03206 whole entry, looked up): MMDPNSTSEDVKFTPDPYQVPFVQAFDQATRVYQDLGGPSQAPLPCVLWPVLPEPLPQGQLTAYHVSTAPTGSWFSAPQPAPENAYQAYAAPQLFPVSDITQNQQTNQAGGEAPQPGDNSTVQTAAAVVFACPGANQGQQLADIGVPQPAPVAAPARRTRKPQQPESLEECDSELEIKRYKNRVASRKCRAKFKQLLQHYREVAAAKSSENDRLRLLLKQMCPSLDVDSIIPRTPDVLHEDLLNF
# PREPL inhibitor: PREPL enzyme inhibitors, primary screen, biochemical, fluorescence polarization. recombinant PREPL, fluorescence polarization activity-based probe. inhibition, % at 5.96 µM. 0.68% of 320,000 active; in the data active = inhibition above about 43%;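 note: 0% = enzyme with DMSO and 100% = wells lacking enzyme; many of its hits are not listed in these tables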
# TPT1 inh: Candida albicans TPT1 enzyme inhibitors, primary screen, biochemical, fluorescence polarization; inhibition, % at 5 µM; 0.81% of 300,000 active; recombinant caTPT1, FP RNA substrate dephosphorylation; tRNA 2'-phosphotransferase TPT1 (Candida albicans SC5314); AID 1962, 2009;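 active = inhibition above the mean of all tested compounds plus 3 SD, set per screening campaign, cut at about 24% in these data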;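 note: plate controls were DMSO alone for no effect and ferristatin control at 100 nM for full effect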
# EBNA-1 inhibitor: EBNA-1 DNA-binding inhibitors, primary screen, biochemical, fluorescence polarization | 0.34% of 300,000 active | inhibition, % at 14.8 µM | AID 1950, 2009; in the data active = inhibition above about 28%
# Efflux pump inh: inhibitors of Candida efflux pumps in yeast, primary screen, S. cerevisiae, Nile Red, multiplex. 0.44% of 330,000 active. S. cerevisiae Candida pump triplex. AID 485275, 2010. inhibition, % at 10 µM;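 active = plate passing quality check with inhibition over a set limit, or well fluorescence over plate mean plus 4 SD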;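 note: Nile Red retained in pooled yeast measured as flow cytometry median fluorescence; 0% = buffer negative control and 100% = Enniatin B positive control; higher means more Nile Red kept so more efflux inhibition; some compounds called inactive have numbers as strong as hits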
# An asterisk follows results filed as active; nt = no result given.
SMILES	PP1 inh	Fh CTSL1 inh	PP5 inh	HCV core dimer	ZTA DNA inh	PREPL inhibitor	TPT1 inh	EBNA-1 inhibitor	Efflux pump inh
CCO[C@@H]1OC(C(=O)NCc2nc3ccccc3[nH]2)=C[C@H](C2CC2)[C@H]1CCCO	2	-1	-1.9	-8	3	-2	-2	-1	-0.2
O=C(CCN1C(=O)/C(=C\c2cccc(Br)c2)SC1=S)NCCCN1CCOCC1	1	0	-0.5	-8	-11	6	4	2	0.0
CCOC(=O)C1(Cc2cccc(OC)c2)CCN(Cc2cccc(OC)c2O)CC1	1	-2	0.6	19	5	22	0	-6	0.1
C=CCSc1nc2c(cnn2-c2ccc(C)c(C)c2)c(=O)[nH]1	1	-3	3.3	-18	-21	9	-1	0	-0.1
CC(C)N(Cc1nccn1C)C(=O)c1ccc(OC2CCN(C(=O)C3CC3)CC2)cc1	-1	3	-2.6	-1	-6	25	-1	-4	-0.1
COc1ccc(Cc2nnc3n2N=C(c2cc4ccccc4o2)CS3)cc1OC	-2	4	4.4	13	-12	-49	1	0	-0.1
COC(=O)c1cc(S(=O)(=O)NCc2cc(OC)c(OC)c(OC)c2)cn1C	2	-2	-2.2	-2	23	-4	2	2	-0.2
CC(=O)c1ccc(Nc2cc(C)nc3nc(C)nn23)cc1	-5	2	-0.1	-2	6	2	1	-1	0.0
CCC(C)(C)NC(=O)CN(C(=O)c1snc(C(N)=O)c1N)c1ccc2c(c1)OCO2	3	-3	4.4	1	-23	8	-4	7	-0.1
Cc1nc(C)c(-c2ccc(SCC(=O)Nc3cccc(Cl)c3C)nn2)s1	-1	4	-2.3	-17	2	-34	-4	0	-1.5
COc1ccc(NC(=S)NCCc2ccccc2)c(OC)c1	-4	0	3.7	-3	16	21	-2	1	-0.2
Cc1ccc(/C=C(/C#N)c2nc(CCN3C(=O)c4ccccc4C3=O)cs2)cc1	3	3	0.7	3	8	-13	-1	10	0.0

# Three structures out of the list, ordered by number of heavy atoms, smallest number first.
SMILES	PP1 inh	Fh CTSL1 inh	PP5 inh	HCV core dimer	ZTA DNA inh	PREPL inhibitor	TPT1 inh	EBNA-1 inhibitor	Efflux pump inh
COc1ccc(NC(=S)NCCc2ccccc2)c(OC)c1	-4	0	3.7	-3	16	21	-2	1	-0.2
COC(=O)c1cc(S(=O)(=O)NCc2cc(OC)c(OC)c(OC)c2)cn1C	2	-2	-2.2	-2	23	-4	2	2	-0.2
Cc1ccc(/C=C(/C#N)c2nc(CCN3C(=O)c4ccccc4C3=O)cs2)cc1	3	3	0.7	3	8	-13	-1	10	0.0

# Later entries.
SMILES	PP1 inh	Fh CTSL1 inh	PP5 inh	HCV core dimer	ZTA DNA inh	PREPL inhibitor	TPT1 inh	EBNA-1 inhibitor	Efflux pump inh
O=C(NC1CCc2ccccc21)C1CCN(S(=O)(=O)c2ccc(-n3cnnn3)cc2)CC1 (centres undefined)	-1	1	1.0	0	-7	-2	-1	-11	0.3
CC(C)(C)C(=O)OCCn1c(=O)c2cc3c(=O)n(CCOC(=O)C(C)(C)C)c(=O)c3cc2c1=O	-7	-2	3.8	-4	-1	-1	-1	-5	0.2
COc1ccc(NC(=O)c2sc3ncnc(N4CCN(c5ccccn5)CC4)c3c2C)cc1Cl	1	-4	2.4	17	-15	17	-1	-4	-0.2
Nc1[nH]ncc1-c1ccccc1	0	1	-0.3	0	-14	3	-4	5	-0.1
CCC(Oc1ccccc1)C(=O)Nc1ccccc1N1CCCC1 (centres undefined)	-1	3	2.7	3	5	4	-1	8	0.1
Cc1ccc(CNC(=O)C2CCC(=O)N(Cc3ccccc3F)C2)s1 (centres undefined)	-4	-3	2.8	-8	-7	5	-2	-24	0.2
COc1cccc(N2C(C(C)=O)=NN(c3ccccc3)C2c2ccc(N3CCOCC3)cc2)c1 (centres undefined)	11	2	0.8	3	-13	4	15	2	-0.2
Cc1cc(Nc2ccccc2)n(-c2ccc(C(=O)O)cc2)n1	-5	4	1.7	1	10	9	0	-4	-0.1
CCN1CCN(C(=O)c2ccc(Cl)c(S(=O)(=O)N3CCOCC3)c2)CC1	-6	-4	-0.1	-2	5	2	-2	-6	-0.7
CN1C=CC=C/C1=C1\SC(=S)N(c2ccccc2)C1=O	1	2	2.7	-9	-21	-7	-7	4	0.0
CN(C(=O)c1nn(C)c2c1CSc1ccccc1-2)c1ccccc1Cl	1	8	4.0	7	6	1	-4	2	-0.3
COc1ccc(OC)c(NC(=O)C2CCN(C(=O)c3cccs3)CC2)c1	-5	3	2.8	8	-11	-5	-4	6	0.0

# (cont.)
Structure	PP1 inh	Fh CTSL1 inh	PP5 inh	HCV core dimer	ZTA DNA inh	PREPL inhibitor	TPT1 inh	EBNA-1 inhibitor	Efflux pump inh
Nc1nc(CN2CCOCC2)cs1	-11	0	-6.0	-6	2	2	3	-7	0.2
CCOc1ccc([N+](=O)[O-])cc1CNC1CCCCCCC1	3	2	-0.6	-7	-7	28	3	-7	0.4
CC(=O)c1c(C)n(-c2ccccc2)c2ccc(O)cc12	1	3	0.1	0	-9	15	-3	9	-0.1
N#C/C(=C\c1c(N2CCCCCC2)nc2ccccn2c1=O)C(=O)NC1CCS(=O)(=O)C1 (centres undefined)	2	-1	3.1	-10	-12	3	-2	1	0.1
COc1ccccc1Nc1nc(N)nc(-c2cc3ccccc3o2)n1	6	1	2.4	3	-4	10	-5	-4	-0.2
COc1ccc2c(c1)c(CC(=O)OCC(N)=O)c(C)n2C(=O)c1ccc(Cl)cc1	1	8	3.0	-7	5	-2	-2	-4	0.3
Cc1ccc(-c2nc3ccccc3c(=O)n2NC(=S)N(C)C)cc1	-2	-4	2.3	4	8	2	-1	1	2.5
CCSc1nnc(NC(=O)CSc2nccn2-c2cc(C)cc(C)c2)s1	-1	2	0.7	11	-2	11	-3	-7	0.3
Cc1nc2ccc(NC(=S)NCCCO)cc2nc1C	-3	-1	3.6	1	6	-3	-1	11	0.0
S=C(Nc1ccc2c(c1)OCO2)Nc1ccc2c(c1)OCO2	1	0	2.8	-7	-20	9	-2	-8	0.2
COc1cc(C2/C(=C(/O)c3ccccc3)C(=O)C(=O)N2c2ccccn2)ccc1O (centres undefined)	5	0	3.4	3	-1	-1	0	-1	-0.1
CC(=O)N(Cc1ccco1)C1(C(=O)NC2CCCC2)CCCCC1	-1	0	1.9	-4	-7	22	-8	-6	0.1
O=C(CC1CCCC1)Nc1nc2ccccc2[nH]1	-3	-1	-1.6	-1	-2	13	0	-1	0.0
CCOCCCN(C(=O)CCC(=O)Nc1cc(C)on1)C(C(=O)NC(C)(C)C)c1ccccc1Cl (centres undefined)	2	-4	2.2	-4	16	3	-1	-11	0.0
CCN(CC)CCCNC(=O)CSc1nc2c(c(C(F)(F)F)n1)CCc1ccccc1-2	-4	1	1.2	-4	15	33	-1	-7	0.1
Cc1ccc(C)c(-n2c(CNc3ccc(F)cc3)nnc2SCC(N)=O)c1	-3	3	1.3	4	-2	19	1	5	-0.1
CC(C#N)Sc1ccc(S(=O)(=O)N(C)C2CCCCC2)cn1 (centres undefined)	2	nt	3.3	nt	15	-1	nt	nt	0.2
CCOc1cccc(CNCCCSc2ncccn2)c1	-3	-4	0.5	-1	3	-11	1	-2	-0.1
CCc1ccc(C(=O)COC(=O)C2CCN(c3ccc(C(F)(F)F)cn3)CC2)cc1	7	-1	2.4	3	11	1	-1	-5	0.2
CC(C)c1ccc2[nH]c3nc(SCC(=O)NC4CC4)nnc3c2c1	-2	1	0.0	8	-12	-7	0	-4	-0.1
Cc1ccc(N(Cc2cc3ccccc3[nH]c2=O)S(C)(=O)=O)cc1	-3	-4	0.0	1	-1	-10	1	3	0.0
COc1ccc(CCN=C(C)C2=C(O)C(c3ccccc3)OC2=O)cc1OC (centres undefined)	-5	-4	-0.6	2	6	2	0	-4	-0.1
Cc1csc(NC(=O)CSc2nnc(CCNC(=O)c3cccs3)n2C)n1	-3	-4	3.4	-1	-4	13	1	-7	0.1
S=c1[nH]nc(Cn2nnc3ccccc32)n1-c1ccc(Cl)cc1	1	-6	-0.6	-3	-22	20	-6	-4	-0.2

# Of the compounds above, 9 contain an aryl thioether with sulfur outside any ring.
Structure	PP1 inh	Fh CTSL1 inh	PP5 inh	HCV core dimer	ZTA DNA inh	PREPL inhibitor	TPT1 inh	EBNA-1 inhibitor	Efflux pump inh
C=CCSc1nc2c(cnn2-c2ccc(C)c(C)c2)c(=O)[nH]1	1	-3	3.3	-18	-21	9	-1	0	-0.1
Cc1nc(C)c(-c2ccc(SCC(=O)Nc3cccc(Cl)c3C)nn2)s1	-1	4	-2.3	-17	2	-34	-4	0	-1.5
CCSc1nnc(NC(=O)CSc2nccn2-c2cc(C)cc(C)c2)s1	-1	2	0.7	11	-2	11	-3	-7	0.3
CCN(CC)CCCNC(=O)CSc1nc2c(c(C(F)(F)F)n1)CCc1ccccc1-2	-4	1	1.2	-4	15	33	-1	-7	0.1
Cc1ccc(C)c(-n2c(CNc3ccc(F)cc3)nnc2SCC(N)=O)c1	-3	3	1.3	4	-2	19	1	5	-0.1
CC(C#N)Sc1ccc(S(=O)(=O)N(C)C2CCCCC2)cn1 (centres undefined)	2	nt	3.3	nt	15	-1	nt	nt	0.2
CCOc1cccc(CNCCCSc2ncccn2)c1	-3	-4	0.5	-1	3	-11	1	-2	-0.1
CC(C)c1ccc2[nH]c3nc(SCC(=O)NC4CC4)nnc3c2c1	-2	1	0.0	8	-12	-7	0	-4	-0.1
Cc1csc(NC(=O)CSc2nnc(CCNC(=O)c3cccs3)n2C)n1	-3	-4	3.4	-1	-4	13	1	-7	0.1

# Source: PubChem (several laboratories)

# Not all compounds are listed. The share of hits here may be higher or lower than overall.
